# Screens (PubChem)
# INS-1E rescue = protection of INS-1E cells from cytokine death, primary screen, ATP luminescence, single point; protection from cytokine-induced ATP loss, % at 10 µM; 20,000 tested, 0.1% active; AID 488910, 2010; INS-1E cytokine-induced death, 48 h; normalised: neutral wells 0, positive control 100;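 active = mean replicate protection from cytokine-induced ATP loss at least 50% and at least 75% of replicates each reaching 50%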
#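 Test system: INS-1E rat cells | Quantity: 8000 cells per well | Medium: Phenol-red-free RPMI with 5% fetal bovine serum | Reagent: Cytokine cocktail of IFN-γ, TNF-α and IL-1β | Doses: One compound concentration, pin transfer | Timing: 48 h co-treatment, 10 min post-lysis read | Technique: Luminescent ATP assay (CellTiter-Glo)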
# T cruzi intra = inhibitors of intracellular Trypanosoma cruzi, primary screen, cell-based, plate reader, single point, set 2; intracellular Trypanosoma cruzi in host cells; activity score (inhibition), % at 5.01 µM; 22,000 tested, 4.9% active; AID 651903, 2012; in the data active = activity score above about 55%;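 also: parasites and compound incubated about four days before reading; 0% = median of neutral control wells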
# An asterisk follows results filed as active; / = no result given. Rows were taken by chance. Share with any hit: about 4.8%.
# The line under a structure holds: INS-1E rescue	T cruzi intra
CCN(CC)c1ccc(/C=N/NC(=O)c2cccc(C(=O)NO)c2)c(O)c1
  -93	-34
COc1ccc(NC(=O)Nc2ccc3c(c2)C(=O)N([C@@H](C)CO)C[C@@H](C)[C@@H](CN(C)S(=O)(=O)c2cccs2)O3)cc1
  -1	9
C[C@@H]1CN([C@H](C)CO)C(=O)c2cccc(NC(=O)C3CCCCC3)c2O[C@@H]1CN(C)C
  14	-38
Cc1cc(C(=O)Nc2cccc3c2O[C@H](CN(C)S(=O)(=O)c2ccc(F)cc2)[C@H](C)CN([C@H](C)CO)C3=O)n(C)n1
  17	11
C[C@@H]1CN([C@H](C)CO)C(=O)Cc2cc(NC(=O)Cn3cnnn3)ccc2O[C@@H]1CN(C)C(=O)Nc1ccc(C(F)(F)F)cc1
  -2	-14
C[C@@H]1CN([C@@H](C)CO)C(=O)c2cc(NS(=O)(=O)c3ccc(F)cc3)ccc2O[C@@H]1CN(C)C(=O)Nc1ccc(F)cc1
  3	-4
COc1ccc(CN(C)C[C@H]2Oc3ccc(NS(=O)(=O)c4ccc(Cl)cc4)cc3C(=O)N([C@H](C)CO)C[C@@H]2C)cc1
  -9	28
Cc1ccc(S(=O)(=O)N(C)C[C@@H]2Oc3c(NC(=O)NC(C)C)cccc3C(=O)N([C@H](C)CO)C[C@@H]2C)cc1
  7	-46
C[C@@H]1CN([C@@H](C)CO)C(=O)c2cc(NS(=O)(=O)c3ccc(Cl)cc3)ccc2O[C@@H]1CN(C)S(=O)(=O)c1ccc(F)cc1
  -8	-2
C[C@H]1CN([C@@H](C)CO)C(=O)c2cc(N(C)C)ccc2O[C@@H]1CN(C)Cc1ccc(Cl)c(Cl)c1
  -7	28
C[C@@H]1CCCCO[C@H](CN(C)C(=O)NC2CCCCC2)[C@@H](C)CN([C@H](C)CO)C(=O)c2cc(NC(=O)Nc3cccc4ccccc34)ccc2O1
  -10	11
COc1ccc(S(=O)(=O)Nc2cccc3c2O[C@@H](CN(C)Cc2ccc(C(F)(F)F)cc2)[C@@H](C)CN([C@@H](C)CO)C3=O)cc1
  -7	33
C[C@H](CO)N1C[C@H](C)[C@H](CN(C)Cc2ccc(C(=O)O)cc2)Oc2c(NC(=O)c3nc4ccccc4s3)cccc2C1=O
  -3	-6
C[C@H]1CN([C@@H](C)CO)C(=O)c2cccc(NS(C)(=O)=O)c2O[C@@H]1CN(C)C(=O)NC1CCCCC1
  -1	-15
CN(C)c1ccc(/C=N/NC(=O)CCCCCCC(=O)Nc2ccccc2O)cc1
  -3	10
C[C@@H]1CN([C@H](C)CO)C(=O)Cc2cc(NC(=O)C3CC3)ccc2O[C@@H]1CN(C)CC1CCCCC1
  3	-6
C[C@H]1CN([C@@H](C)CO)C(=O)Cc2cc(NC(=O)Cc3ccccc3)ccc2O[C@H]1CN(C)C(=O)Nc1ccc(C(F)(F)F)cc1
  -2	11
C[C@@H]1CCCCO[C@H](CN(C)C(=O)Cc2ccccc2)[C@@H](C)CN([C@H](C)CO)C(=O)c2cc(NC(=O)c3ccccc3)ccc2O1
  -14	-9
Cc1ccc(S(=O)(=O)N(C)C[C@H]2Oc3ccc(NC(=O)Cc4ccccc4)cc3C(=O)N([C@@H](C)CO)C[C@H]2C)cc1
  /	2
C[C@H]1CN([C@@H](C)CO)C(=O)Cc2cc(N(C)C)ccc2O[C@H]1CN(C)S(C)(=O)=O
  -9	-19
Cc1ccc(S(=O)(=O)Nc2ccc3c(c2)C(=O)N([C@H](C)CO)C[C@@H](C)[C@H](CN(C)CC2CC2)O3)cc1
  -1	-5
Cc1noc(C)c1S(=O)(=O)N(C)C[C@@H]1Oc2ccc(NS(=O)(=O)c3ccc(Cl)cc3)cc2C(=O)N([C@@H](C)CO)C[C@@H]1C
  -3	14
C[C@@H]1CN([C@H](C)CO)C(=O)CCCn2cc(nn2)CO[C@H]1CN(C)C(=O)Nc1cccc(C(F)(F)F)c1
  /	-5
C[C@@H]1CN([C@@H](C)CO)C(=O)c2cc(NC(=O)Cc3cn(C)c4ccccc34)ccc2O[C@@H]1CN(C)S(=O)(=O)c1cccs1
  8	8
C[C@H]1CN([C@@H](C)CO)C(=O)CCCn2cc(nn2)CO[C@H]1CN(C)S(=O)(=O)c1ccc(F)cc1
  /	-4
C[C@H](CO)N1C[C@H](C)[C@H](CN(C)C(=O)Nc2ccc(C(F)(F)F)cc2)Oc2ccc(NC(=O)Nc3ccc(F)cc3)cc2C1=O
  -45	12
C[C@@H]1CN([C@H](C)CO)C(=O)c2cc(NC(=O)c3ccncc3)ccc2O[C@H]1CN(C)CC1CCCCC1
  7	-5
C[C@H]1CN([C@@H](C)CO)C(=O)c2cc(NC(=O)CCC(F)(F)F)ccc2O[C@H]1CN(C)S(=O)(=O)c1cccs1
  -6	12
C[C@H](CO)N1C[C@H](C)[C@@H](CN(C)Cc2ccc(Cl)c(Cl)c2)Oc2ccc(NC(=O)Nc3cccc4ccccc34)cc2C1=O
  -13	33
C[C@@H]1CN([C@H](C)CO)C(=O)Cc2cc(NC(=O)C3CCCCC3)ccc2O[C@H]1CN(C)S(=O)(=O)c1cccs1
  3	-12
C[C@H](CO)N1C[C@H](C)[C@@H](CN(C)S(=O)(=O)c2cccs2)Oc2c(NC(=O)Nc3ccccc3)cccc2C1=O
  -1	-7
C[C@@H]1CN([C@@H](C)CO)C(=O)CCCn2nncc2CO[C@@H]1CN(C)S(=O)(=O)c1ccccc1C#N
  /	1
C[C@H]1CN([C@@H](C)CO)C(=O)c2cccc(NC(=O)C3CC3)c2O[C@H]1CN(C)C
  6	31
C[C@H]1CN([C@@H](C)CO)C(=O)c2cccc(NS(=O)(=O)c3cn(C)cn3)c2O[C@@H]1CN(C)S(=O)(=O)c1cn(C)cn1
  12	14
C[C@@H]1CN([C@H](C)CO)C(=O)c2cc(NC(=O)C3CC3)ccc2O[C@@H]1CN(C)S(=O)(=O)c1ccccc1
  -2	2
C[C@H](CO)N1C[C@H](C)[C@@H](CN(C)C(=O)Nc2ccccc2C(F)(F)F)OCc2cn(nn2)CCCC1=O
  /	-4
C[C@@H]1CN([C@@H](C)CO)C(=O)CCCn2nncc2CO[C@H]1CN(C)C(=O)CCC(F)(F)F
  /	-22
C[C@@H]1CN([C@H](C)CO)C(=O)c2cccc(NS(=O)(=O)c3ccccc3)c2O[C@H]1CN(C)Cc1ccc(C(=O)O)cc1
  9	-17
C[C@H]1CN([C@@H](C)CO)C(=O)c2cc(NS(=O)(=O)c3ccc(F)cc3)ccc2O[C@@H]1CN(C)S(=O)(=O)c1ccc(F)cc1
  9	-23
O=C(O)CCCCCCC(=O)N/N=C/c1ccc(CO)o1
  2	-13
C[C@@H]1CN([C@@H](C)CO)C(=O)c2cc(NC(=O)Nc3ccc4c(c3)OCO4)ccc2O[C@H]1CN(C)CC1CCCCC1
  0	-1
C[C@H]1CN([C@@H](C)CO)C(=O)Cc2cc(NC(=O)Nc3ccc(C(F)(F)F)cc3)ccc2O[C@@H]1CN(C)Cc1ccc(Oc2ccccc2)cc1
  -22	-24
C[C@H](CO)N1C[C@H](C)[C@@H](CN(C)S(=O)(=O)c2cccs2)Oc2ccc(NC(=O)NC3CCCCC3)cc2C1=O
  7	-6
Cc1noc(C)c1NC(=O)N(C)C[C@H]1Oc2ccc(NC(=O)c3ccncc3)cc2CC(=O)N([C@H](C)CO)C[C@H]1C
  3	-9
C[C@H]1CN([C@@H](C)CO)C(=O)CCCn2nncc2CO[C@@H]1CN(C)C(=O)Nc1ccc(F)cc1
  7	-11
C[C@H]1CN([C@@H](C)CO)C(=O)c2cccc(NC(=O)Nc3ccc(F)cc3)c2O[C@H]1CN(C)C(=O)Nc1ccc2c(c1)OCO2
  -2	-8
Cc1noc(C)c1NC(=O)Nc1ccc2c(c1)CC(=O)N([C@@H](C)CO)C[C@@H](C)[C@@H](CN(C)Cc1ccc(C(=O)O)cc1)O2
  -7	/
CC(C)NC(=O)Nc1ccc2c(c1)CC(=O)N([C@H](C)CO)C[C@@H](C)[C@@H](CN(C)S(=O)(=O)c1cn(C)cn1)O2
  15	-33
Cc1ccc(S(=O)(=O)N(C)C[C@@H]2Oc3ccc(NC(=O)NC4CCCCC4)cc3C(=O)N([C@@H](C)CO)C[C@@H]2C)cc1
  2	11
C[C@H]1CN([C@@H](C)CO)C(=O)Cc2cc(N(C)C)ccc2O[C@H]1CN(C)S(=O)(=O)c1ccc(F)cc1
  5	-3
C[C@@H]1CN([C@@H](C)CO)C(=O)c2cccc(NC(=O)C3CCOCC3)c2O[C@H]1CN(C)CC1CC1
  3	7
Cc1ccc(S(=O)(=O)N(C)C[C@@H]2Oc3ccc(NC(=O)Cc4cn(C)c5ccccc45)cc3CC(=O)N([C@H](C)CO)C[C@@H]2C)cc1
  -10	2
C[C@@H]1CN([C@@H](C)CO)C(=O)c2cccc(NS(=O)(=O)c3ccc(F)cc3)c2O[C@@H]1CN(C)C(=O)Nc1ccc(C(F)(F)F)cc1
  -23	32
C[C@@H]1CN([C@H](C)CO)C(=O)CCCn2cc(nn2)CO[C@@H]1CN(C)S(=O)(=O)c1ccc(C#N)cc1
  /	-14
C[C@@H]1CN([C@@H](C)CO)C(=O)c2cc(NC(=O)Nc3ccc(C(F)(F)F)cc3)ccc2O[C@@H]1CN(C)C(=O)Nc1ccccc1
  -3	1
Cc1cccc(S(=O)(=O)N(C)C[C@@H]2OCc3cnnn3CCCC(=O)N([C@@H](C)CO)C[C@H]2C)c1
  /	0
C[C@@H]1CN([C@H](C)CO)C(=O)c2cc(N(C)C)ccc2O[C@@H]1CN(C)S(=O)(=O)c1ccc(F)cc1
  /	0
C[C@@H]1CCCCO[C@@H](CN(C)Cc2ccncc2)[C@@H](C)CN([C@H](C)CO)C(=O)c2cc(N(C)C)ccc2O1
  10	-2
COc1ccc(S(=O)(=O)Nc2cccc3c2O[C@H](CN(C)Cc2ccncc2)[C@H](C)CN([C@H](C)CO)C3=O)cc1
  2	-2
C[C@H](CO)N1C[C@H](C)[C@H](CN(C)Cc2ccncc2)Oc2ccc(NS(=O)(=O)c3ccc(F)cc3)cc2C1=O
  2	3

# The results go on:
# The line under a structure holds: INS-1E rescue	T cruzi intra
O=C(NO)c1ccc(C(=O)N/N=C/c2cccc3ccccc23)cc1
  -3	9
Cc1ccc(S(=O)(=O)N(C)C[C@H]2OCCCC[C@@H](C)Oc3ccc(NS(=O)(=O)c4ccc(Cl)cc4)cc3C(=O)N([C@H](C)CO)C[C@@H]2C)cc1
  -10	64*
C[C@@H]1CCCCO[C@H](CN(C)CC2CCCCC2)[C@@H](C)CN([C@H](C)CO)C(=O)c2cc(NS(=O)(=O)c3cccs3)ccc2O1
  -14	-1
Cc1noc(C)c1NC(=O)N(C)C[C@H]1Oc2ccc(NC(=O)Nc3ccc(C(F)(F)F)cc3)cc2C(=O)N([C@H](C)CO)C[C@@H]1C
  10	-6
C[C@@H]1CN([C@H](C)CO)C(=O)c2cc(NS(=O)(=O)c3cccs3)ccc2O[C@H]1CN(C)C(=O)Nc1cccc2ccccc12
  -43	-6
CC(C)NC(=O)Nc1ccc2c(c1)CC(=O)N([C@@H](C)CO)C[C@@H](C)[C@@H](CN(C)Cc1ccc(C(=O)Nc3ccccc3N)cc1)O2
  -23	40
Cc1ccc(S(=O)(=O)N(C)C[C@H]2Oc3ccc(NC(=O)C4CCCCC4)cc3CC(=O)N([C@@H](C)CO)C[C@H]2C)cc1
  -1	16
C[C@@H]1CCCCO[C@H](CN(C)C(=O)Cc2ccccc2)[C@@H](C)CN([C@H](C)CO)C(=O)c2cc(NC(=O)Nc3ccc4c(c3)OCO4)ccc2O1
  -3	-17
C[C@H]1CN([C@@H](C)CO)C(=O)c2cccc(NC(=O)NC3CCCCC3)c2O[C@H]1CN(C)C(=O)Nc1cccc2ccccc12
  1	17

# 2 records drawn at random from the list so far, as already listed:
# The line under a structure holds: INS-1E rescue	T cruzi intra
C[C@@H]1CCCCO[C@H](CN(C)C(=O)Cc2ccccc2)[C@@H](C)CN([C@H](C)CO)C(=O)c2cc(NC(=O)Nc3ccc4c(c3)OCO4)ccc2O1
  -3	-17
C[C@@H]1CCCCO[C@H](CN(C)CC2CCCCC2)[C@@H](C)CN([C@H](C)CO)C(=O)c2cc(NS(=O)(=O)c3cccs3)ccc2O1
  -14	-1

# Among those listed so far, eight contain a thiophene ring, fused or not:
# The line under a structure holds: INS-1E rescue	T cruzi intra
COc1ccc(NC(=O)Nc2ccc3c(c2)C(=O)N([C@@H](C)CO)C[C@@H](C)[C@@H](CN(C)S(=O)(=O)c2cccs2)O3)cc1
  -1	9
C[C@@H]1CN([C@@H](C)CO)C(=O)c2cc(NC(=O)Cc3cn(C)c4ccccc34)ccc2O[C@@H]1CN(C)S(=O)(=O)c1cccs1
  8	8
C[C@H]1CN([C@@H](C)CO)C(=O)c2cc(NC(=O)CCC(F)(F)F)ccc2O[C@H]1CN(C)S(=O)(=O)c1cccs1
  -6	12
C[C@@H]1CN([C@H](C)CO)C(=O)Cc2cc(NC(=O)C3CCCCC3)ccc2O[C@H]1CN(C)S(=O)(=O)c1cccs1
  3	-12
C[C@H](CO)N1C[C@H](C)[C@@H](CN(C)S(=O)(=O)c2cccs2)Oc2c(NC(=O)Nc3ccccc3)cccc2C1=O
  -1	-7
C[C@H](CO)N1C[C@H](C)[C@@H](CN(C)S(=O)(=O)c2cccs2)Oc2ccc(NC(=O)NC3CCCCC3)cc2C1=O
  7	-6
C[C@@H]1CCCCO[C@H](CN(C)CC2CCCCC2)[C@@H](C)CN([C@H](C)CO)C(=O)c2cc(NS(=O)(=O)c3cccs3)ccc2O1
  -14	-1
C[C@@H]1CN([C@H](C)CO)C(=O)c2cc(NS(=O)(=O)c3cccs3)ccc2O[C@H]1CN(C)C(=O)Nc1cccc2ccccc12
  -43	-6
